# High-throughput results: PubChem, National Center for Advancing Translational Sciences (NCATS)
# TrxR1 substrate = is turned over as a substrate by rat TrxR1. Potency, µM (series often up to 114 µM), for inactives: at the highest dose activity change, negative = substrate turnover. O89049. purified TrxR1 substrate turnover, NADPH consumption readout. hit rate 0.01% among 390,000; note: potency is the fitted concentration of half-maximal effect; % is set by controls: 0 for no effect and ±100 for the full control effect; nearly all actives have a fitted effect of over 50% in size
# Target sequence (O89049 whole entry, looked up): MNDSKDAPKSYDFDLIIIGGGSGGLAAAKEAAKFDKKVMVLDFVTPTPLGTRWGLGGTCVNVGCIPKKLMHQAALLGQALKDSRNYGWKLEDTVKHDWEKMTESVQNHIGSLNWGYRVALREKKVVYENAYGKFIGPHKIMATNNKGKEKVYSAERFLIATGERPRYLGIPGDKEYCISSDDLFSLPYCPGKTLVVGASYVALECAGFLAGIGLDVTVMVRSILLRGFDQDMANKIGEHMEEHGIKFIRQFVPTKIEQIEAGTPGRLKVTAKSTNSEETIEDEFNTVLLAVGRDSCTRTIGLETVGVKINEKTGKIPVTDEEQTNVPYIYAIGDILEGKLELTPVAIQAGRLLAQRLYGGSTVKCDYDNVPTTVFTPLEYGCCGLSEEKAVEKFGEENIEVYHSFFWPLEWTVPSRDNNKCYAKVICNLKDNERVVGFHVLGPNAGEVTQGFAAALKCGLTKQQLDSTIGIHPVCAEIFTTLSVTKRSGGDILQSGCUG
#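 Rat TrxR1, dispensed at 90 nM, was prereduced with 400 uM NADPH (final) for 5 min at ~22 deg C, then incubated with compound 15 min before 400 uM selenite. A first-read NADPH fluorescence drop versus no-compound background flagged substrates.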
# LDHA block = inhibitors of human lactate dehydrogenase A. AID 1347041. purified LDHA, NADH/diaphorase-resazurin fluorescence; hits give low values. activity change, % (values are at about 110 or 230 µM). hit rate 0.15% among 480,000; in the data active = activity change below about -30%; inconclusive = mostly about -25% to -30%;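 note: plate controls were DMSO wells for no effect and wells without enzyme for full effect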
#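 LDH5 2 nM; NADH 0.06 mM, pyruvate 0.2 mM; 200 mM Tris pH 7.4, EDTA, Tween-20; 5 min RT. Detection: diaphorase 0.133 mg/mL + resazurin 37 µM, fluorescence ex540/em590 at 0 and 20 min; normalized to enzyme-free and DMSO wells.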
# rTrxR1 inhibitor = blocks rat thioredoxin reductase 1; O89049; recombinant rTrxR1, NADPH fluorescence consumption, selenite substrate; Potency, µM (titrated, usually from 114 µM), without a hit: at the highest dose activity change, negative = inhibition, actives largely listed as inhibitors; hit rate 1% among 390,000; AID 588453; note: potency is the fitted concentration of half-maximal effect; % is set by controls: 0 for no effect and ±100 for the full control effect; nearly all actives have a fitted effect of over 65% in size
#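 Rat TrxR1 (90 nM in the dispensed reagent) was pre-reduced with 400 uM NADPH for 5 min at room temperature, then incubated with compound for 15 min. After 400 uM selenite was added, NADPH fluorescence (Ex 340/Em 450 nm) was followed for 8 min.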
# RGS4 inh = blocks human RGS4-accelerated GTP hydrolysis; P49798; Transcreener GDP fluorescence polarization, RGS4-accelerated GTP hydrolysis; Potency, µM (titrated, usually from 114 µM), without a hit: top-dose activity change, negative = inhibition, actives largely listed as inhibitors; hit rate 0.039% among 390,000; AID 504845; note: potency is the fitted concentration of half-maximal effect; % is set by controls: 0 for no effect and ±100 for the full control effect; nearly all actives have a fitted effect of over 75% in size; some results filed as inactive show a strong effect at the top dose
# Target sequence (P49798 whole entry, looked up): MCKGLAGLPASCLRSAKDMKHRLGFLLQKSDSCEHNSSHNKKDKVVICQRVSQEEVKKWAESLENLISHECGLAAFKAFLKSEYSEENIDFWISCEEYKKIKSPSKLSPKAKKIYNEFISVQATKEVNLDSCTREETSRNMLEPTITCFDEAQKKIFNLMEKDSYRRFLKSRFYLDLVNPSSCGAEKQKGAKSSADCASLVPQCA
#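 MLSMR compounds (23 nl, pin-transferred) preincubated 10 min at room temperature with a 500nM (2x) first reagent, then RGS4 at 900nM (2x) plus Transcreener GDP mix added; fluorescence polarization (620/688 nm) read before and after 90 min at 30 °C.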
# IDH1 R132H inh = human IDH1 R132H inhibition; AID 602179; Potency, µM (highest dose often 76.6 µM), without a hit: top-dose activity change, negative = inhibition, usual class: inhibitors; IDH1-R132H enzyme, NADPH consumption, diaphorase/resazurin fluorescence; hit rate 0.093% among 390,000; note: potency is the fitted concentration of half-maximal effect; % is set by controls: 0 for no effect and ±100 for the full control effect; nearly all actives have a fitted effect of over 65% in size
# Target sequence (O75874 whole entry R132H, stated change not applied): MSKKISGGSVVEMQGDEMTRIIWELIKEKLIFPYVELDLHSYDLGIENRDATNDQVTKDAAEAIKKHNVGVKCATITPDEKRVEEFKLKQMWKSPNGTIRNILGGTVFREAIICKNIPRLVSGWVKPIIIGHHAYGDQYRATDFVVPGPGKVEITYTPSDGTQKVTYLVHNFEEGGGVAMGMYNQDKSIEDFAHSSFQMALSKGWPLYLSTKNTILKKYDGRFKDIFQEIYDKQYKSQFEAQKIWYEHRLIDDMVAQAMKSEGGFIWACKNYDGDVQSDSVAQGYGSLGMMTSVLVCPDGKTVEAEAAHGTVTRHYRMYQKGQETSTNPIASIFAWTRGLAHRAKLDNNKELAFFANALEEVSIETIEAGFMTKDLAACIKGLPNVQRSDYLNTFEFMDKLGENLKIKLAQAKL
#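 IDH1-R132H (0.5 ug/mL) preincubated 30 min with compound, then NADPH (0.016 mM) and alpha-KG (2 mM) added; 80 min at RT, pH 7.5. Remaining NADPH coupled via diaphorase/resazurin to fluorescence (540/590 nm); concentration-response curves normalized to no-enzyme control.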
# Vif-A3G inh = inhibitors of Vif-APOBEC3G interaction | Q9HC16 | HeLa A3G-eYFP + Vif (tagged APOBEC3G with the HIV-1 protein that degrades it), YFP fluorescence, overnight | Potency, µM (series often up to 46.1 µM), for the others: at the top dose activity, negative = active, most hits filed as inhibitors | hit rate 0.076% among 410,000;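 note: potency is the fitted concentration of half-maximal effect; % is set by controls: 0 for no effect and ±100 for the full control effect; nearly all actives have a fitted effect of over 60% in size; hits raise eYFP signal because A3G escapes Vif-driven loss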
#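 HeLa cells stably expressing Vif and C-terminally eYFP-tagged A3G, seeded overnight at 37 deg C, then exposed to compound by pintool overnight at 37 deg C. Rise in yellow fluorescence (Ex 488/Em 500-530, Acumen) marks blocked Vif-driven A3G degradation.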
# Vif-A3F inh = Vif-A3F binding inhibition; HeLa A3F-eYFP + Vif (tagged APOBEC3F with the HIV-1 protein that degrades it), YFP fluorescence increase; Potency, µM (series often up to 46.1 µM), without a hit: top-dose activity, negative = active; hit rate 0.2% among 390,000; AID 602313; note: potency is the fitted concentration of half-maximal effect; % of control where 0% means no effect; nearly all actives have a fitted effect of over 65% in size
#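 HeLa cells stably expressing Vif plus C-terminally eYFP-tagged A3F were seeded, incubated overnight at 37 deg C, dosed with compound, incubated overnight again at 37 deg C. Yellow fluorescence (Ex 488/Em 500-530) reported blocked Vif-mediated A3F-eYFP degradation.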
# USP1 inh = inhibitors of human USP1/UAF1 deubiquitinase; recombinant USP1/UAF1, Ub-Rhodamine cleavage fluorescence; Potency, µM (series often up to 57.1 µM), without a hit: at the highest dose activity change, negative = inhibition, actives largely listed as inhibitors; hit rate 0.23% among 390,000; AID 743255; note: potency is the fitted concentration of half-maximal effect; % is set by controls: 0 for no effect and ±100 for the full control effect; nearly all actives have a fitted effect of over 60% in size; inactives centre near -12
#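 USP1/UAF1 complex at 1 nM was preincubated with compound for 15 min at room temperature, then Ub-Rho substrate (150nM final) was added. Fluorescence (480/540 nm) was read kinetically, 6 reads every 60 seconds.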
# GRP78 ERSR act = inducers of ER stress response in human glioma cells. U87-MG GRP78 promoter luciferase reporter, 16 h. Potency, µM, without a hit: at the highest dose activation, actives largely listed as activators. hit rate 0.02% among 420,000. AID 602332; note: potency is the fitted concentration of half-maximal effect; series mostly up to about 76 µM; % of control where 0% means no effect; nearly all actives have a fitted effect of over 35% in size
#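 Stably transfected U87-MG glioma cells carrying a GRP78-based luciferase sensor; 16 h compound incubation. Luminescence end-point read 10 min after Bright-Glo addition at room temperature.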
# An asterisk follows results filed as active; u = inconclusive; x = no result given; & = joins results of further samples; [ ] = dose if it differs, or a comment. Unless noted, calls come from the whole dose curve; as a rule, active = well fitted curve in the direction sought with a large enough effect; inconclusive = small, poorly fitted or top-dose-only effect, or another doubt; inactive = no such curve, though single readings can be large; an effect the other way counts as inactive or inconclusive. Not all compounds are listed; count on the stated rates, not on these rows.
# Start of the data: the first 2 records, ahead of the listing:
SMILES,TrxR1 substrate,LDHA block,rTrxR1 inhibitor,RGS4 inh,IDH1 R132H inh,Vif-A3G inh,Vif-A3F inh,USP1 inh,GRP78 ERSR act
COc1cccc(CNn2c(-c3cccc(C)c3)nc3ccccc3c2=O)c1,12%,0,25%,11%,2%,-1%,1%,0%,-1%
COc1ccc(C(=O)NCCS(=O)(=O)NCCc2ccccc2)cc1,8%[57.1 µM],-8,17%[57.1 µM],4%,-7%,0%,-15%,-9%,5%

# This part in full, from the first entry:
SMILES,TrxR1 substrate,LDHA block,rTrxR1 inhibitor,RGS4 inh,IDH1 R132H inh,Vif-A3G inh,Vif-A3F inh,USP1 inh,GRP78 ERSR act
COc1cccc(CNn2c(-c3cccc(C)c3)nc3ccccc3c2=O)c1,12%,0,25%,11%,2%,-1%,1%,0%,-1%
COc1ccc(C(=O)NCCS(=O)(=O)NCCc2ccccc2)cc1,8%[57.1 µM],-8,17%[57.1 µM],4%,-7%,0%,-15%,-9%,5%
NS(=O)(=O)c1cccnc1Nc1cccc(Cl)c1,-5%[57.1 µM],1,18%[57.1 µM],-21%,2%,3%,2%,-12%,0%
CCOC(=O)C1=C(C)N(c2ccc(OC)cc2)C(=O)/C1=C\c1cccs1,-5%,-7,-5%,-3%,-6%,-8%,-7%,3%,-1%
O=C(/C=C/c1cccc([N+](=O)[O-])c1)c1cccs1,-1%,-9,u,-26%,3%,u,-9%,-15%,u
COc1ccc(CN(C)c2ncnc(N)n2)cc1,-7%,-2,-2%,24%,3%,-9%,-6%,7%,4%
Cc1c(-c2ccccc2)sc(Br)c1C(=O)N1CCOCC1,-9%,-3,-15%,12%,2%,1%,-9%,-8%,-4%
COC(=O)c1ccc(CNC(=O)C(Cc2ccccc2)NC(=O)c2ccccc2)cc1 (stereo not given),x,-5,x,x,2%,-1%,1%,-22%,-9%
Nc1c(-c2ccccc2)sc2ccc3ccccc3[n+]12,-8%,-6,15%,38%,4%,3%,-1%,3%,0%
O=C(COC(=O)c1ccc2c(c1)OCCO2)Nc1cc(Cl)ccc1Cl,-10%,-6,-6%,-26%,12%,2%,-8%,-9%,-2%
COC1=Cc2c(ccc3ccc(=O)oc23)OC1(C)C,0%,0,5%,20%,8%,-1%,1%,u,-2%
CSCCC1(C(=O)O)NC(c2ccccc2O)C2C(=O)N(C(C)C)C(=O)C21 (stereo not given),7%,-13,12%,-14%,2%,0%,5%,u,-3%
COc1cccc(Oc2cn[nH]c2-c2ccc(OC)cc2O)c1,-2%,2,7%,14%,14%,-25%,-20%,-6%,-3%
COc1cc(NC(=O)CCc2nnc3ccc(N4CCC(C)CC4)nn23)cc(OC)c1,-3%,0,1%,-23%,11%,-3%,-3%,-19%,-3%
Cc1ccccc1NC(=O)c1ccc2nc(N3CCOCC3)sc2c1,-2%,-6,12%,0%,-5%,-1%,-2%,-14%,0%
CC(=O)c1cc2c(cc1N/C(=N/S(=O)(=O)c1ccc(F)cc1)c1ccccc1)OCO2,5%[57.1 µM],1,24%[57.1 µM],11%,20%,-5%,4%,-9%,-1%
O=C(NC1CCCC1)c1c[nH]c2ccc(S(=O)(=O)Nc3cccc(C(F)(F)F)c3)cc2c1=O,-11%,0,4%,7%,-14%,-19%,4%,-13%,-2%
O=C(O)CSc1c2c(nc3cc(C(=O)Nc4cccc(C(F)(F)F)c4)ccc13)CCC2,1%,-3,14%,-28%[56.9 µM],u,-1%,0%,-32%,8%
CCOC(=O)C1CCN(S(=O)(=O)c2ccc(-c3ccc(=O)[nH]n3)o2)CC1,15%,-15,21%,14%,7%,2%,3%,-2%,-3%
COC(=O)c1[nH]c2ccc(C)cc2c1NC(=O)CN1CCN(C(=O)c2ccccc2)CC1,47%[activator],-1,-2%,-21%,0%,1%,6%,-6%,-4%
O=Cc1ccc(C(=O)O)cc1,1%,-12,14%,-4%,6%,1%,-3%,-11%,-2%
CCOC(=O)c1nnn(-c2nonc2N)c1CS(=O)(=O)c1ccccc1,-2%,-2,3%,21%,-1%,5%,-24%,-5%,-1%
CN(C)c1ccc(-c2n(C)c3ccccc3[n+]2C)cc1,-5%,9,-10%,21%,2%,5%,5%,16%,1%
CC(C)C[C@@]12C(=O)N(c3cccc(F)c3)C(=O)N1[C@H](c1ccc(Cl)cc1)[C@@H]1C(=O)N(C3CCCCC3)C(=O)[C@@H]12,-3%,-10,26%,-2%,17%,-1%,-2%,-18%,-3%
CN(CC(=O)Nc1cccc(F)c1)C(=O)COc1ccc2c(c1)CCC2,-6%,-4,14%,4%,13%,3%,2%,-24%,4%
COCCn1c(=O)[nH]c2cc(C(=O)NCCN3CCN(c4ccccc4)CC3)ccc2c1=O,9%,-12,14%,13%,0%,0%,1%,-2%,-8%
CCOC(=O)N1CCN(C(=O)CN2C(=O)/C(=C\c3cccc(OC)c3)SC2=S)CC1,10%,-2,13%,15%,x,0%,x,x,-4%
O=C(CN1CCc2ccccc2C1)NCC(=O)Nc1ccc(F)cc1,0%[57.1 µM],-3,23%[57.1 µM],-12%,1%,2%,-13%,-26%,-1%
CCOC(=O)c1c(C)[nH]c(C)c1C(=O)COC(=O)/C=C/c1cccc(C(F)(F)F)c1,-3%,4,3%,6%,5%,-1%,-13%,-25%,-2%
O=C1S/C(=C\C=C\c2ccco2)C(=O)N1c1ccccc1,0%,16,50µM*,u,-2%,-10%,u,1%,-2%
CCc1ccc(S(=O)(=O)Nc2ccc(Cl)cn2)cc1,2%,-8,32%[2.29 µM],18%,1%,-4%,2%,0%,-3%
CC(C)(C)c1ccc(NC(=O)CNC2CCCc3ccccc32)cc1 (stereo not given),-1%[57.1 µM],3,17%[57.1 µM],-27%,8%,-6%,-9%,-15%,1%
Cc1ccc(S(=O)(=O)N2CCN(CC(=O)N/N=C\c3ccccn3)CC2)cc1,-3%,-2,3%,-19%,9%,2%,3%,-20%,3%
CCNC(=O)c1ccccc1SCC(=O)Nc1ccc(F)cc1,8%[57.1 µM],-12,-39%,u,-1%,-2%,-2%,-11%,0%
CCOc1ccccc1NC(=O)CS(=O)(=O)c1cn(CC(=O)N2CCOCC2)c2ccccc12,0%,-3,-4%,-15%,4%,0%,9%,-18%,-2%
CNS(=O)(=O)c1cc(N)ccc1C,3%[57.1 µM],-1,26%[57.1 µM],16%,13%,0%,-3%,3%,2%
COc1cc(C)ccc1OCCOCCOc1c(C)cc(C)cc1Br,6%[57.1 µM],-1,11%[57.1 µM],8%,1%,-3%,-6%,-16%,-4%
Cc1ccc(N2CC(C(=O)Nc3cccc(F)c3)CC2=O)cc1 (stereo not given),6%,-2,19%,-9%,3%,-1%,-11%,-7%,-4%
COc1ccc(CC(=O)Cc2ccc(OC)c(OC)c2)cc1OC,x,-3,x,x,8%,2%,-8%,-15%,-4%
COc1cc(C(=O)OCC(=O)Nc2cc(C)on2)cc(OC)c1OC,4%,1,14%,-22%,4%,1%,-7%,-15%,-3%
CN1CN(C)C(c2ccncc2)=C1c1ccncc1,9%[57.1 µM],-1,3%[2.29 µM],3%,-4%,1%,1%,u,-5%
CCOC(=O)c1c(CSC(=N)N)n(-c2ccc(C)cc2)c2cc(Br)c(OC(C)=O)cc12,2%,-8,11%,6%,u,-5%,2%,-18%,-12%
Cc1cc(C)c(Cn2c(=O)n(CCCCC(=O)NCc3ccccc3Cl)c(=O)c3ccccc32)c(C)c1,0%,-5,18%,12%,5%,3%,-15%,-3%,-3%
CC(C)NC1(C(N)=O)CCNCC1,-3%[2.29 µM],-5,15%[57.1 µM],-1%,-1%,2%,2%,u,-4%
Cc1ccc(C)c(NC(=O)COC(=O)c2ccc3c(c2)OCCO3)c1,8%,1,17%,-7%,6%,-2%,3%,-15%,1%
CCOCCCN(Cc1ccco1)C(=O)c1cc2c(=O)[nH]c3ccc(C)cc3c2s1,18%,-1&-3,u,-10%&-11%,0%&0%,-18%&-6%,-7%&-9%,u,-1%&-2%
O=C(CSc1ccc2nnc(-c3cccs3)n2n1)N1CCOCC1,0%,3,6%,0%,7%,1%,-4%,-13%,-2%
CCOc1ccc(NC(=O)C(=O)N/N=C/c2ccccc2F)cc1,16%,-9,45%[activator][57.1 µM],1%,10%,-1%,-2%,-1%,-1%
O=C(NNC(=O)C12CC3CC(CC(C3)C1)C2)c1cccc(O)c1,3%,-6,20%,11%,8%,-2%,0%,-4%,6%
Cn1cc([N+](=O)[O-])c(C(=O)Nc2ccc3nc(-c4ccccc4)[nH]c3c2)n1,6%,-1,-19%,-20%,19%,u,-7%,-2%,-2%
CCc1nnc(N/N=C/c2ccc(-c3ccc([N+](=O)[O-])cc3)o2)n1N,-8%[57.1 µM],43,-4%[57.1 µM],-13%,26%,-11%,-3%,u,1%
Cc1ccc(S(=O)(=O)c2nc(-c3cccs3)oc2SC(C)C)cc1,10%,0,17%,-20%,5%,-5%,4%,-35%,0%
COc1cc(C(=O)Nc2sc(C)c(C)c2C(=O)O)cc(OC)c1OC,-11%[57.1 µM],4,-17%[57.1 µM],-5%,23%,0%,0%,-5%,-1%
